# RSV CPE inhibition: RSV antiviral activity via CPE protection, HEp-2 cells, primary 10 µM value included (AID 2391); hit rate 0.13% among 310,000; HEp-2 cells, RSV-induced CPE inhibition; higher % means a stronger effect; CPE inhibition, % at 10 µM, or IC50 in µM where a hit was titrated; in the data active means a potency from the dose series; further: strong numbers were not always called active
# UTI89 phage lysis: inhibition of K1F phage lysis, E. coli UTI89, bacterial capsule biogenesis inhibitors, alamar blue (AID 488966); E. coli UTI89 K1F phage lysis, alamar blue, 2 h; higher % means a stronger effect; one-dose inhibition, % at 100 µM; IC50 in µM for titrated hits; hit rate 0.02% among 340,000;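 active means phage lysis inhibition, versus mean bacterial control, above a set limit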;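 further: capsule biogenesis inhibitors block K1F phage lysis so surviving cells raise fluorescence; higher fluorescence means more inhibition of phage lysis; actives were called in the ten point dose series up to 300 µM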
# ER stress rescue: rescue of cells from ER stress-induced death, primary screen, 384-well, CSM14.1, thapsigargin, ATP luminescence (AID 1222). CSM14.1 thapsigargin-induced death rescue, ATP luminescence; higher % means a stronger effect. cellular ATP content (survival), % at 20 µM, or EC50 in µM where a hit was titrated. 190,000 tested, under 10 active;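 active means EC50 below 50 µM in the dose-response confirmation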;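 further: death triggered by thapsigargin at about 15 µM added after 2 h compound pretreatment; cell ATP read after overnight thapsigargin exposure of roughly 18 to 22 hours; normalized against plate controls of thapsigargin alone and 5% DMSO vehicle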
# Yfh1-depleted yeast: enhancers of respiration in Yfh1-depleted yeast, dose response, Friedreich's ataxia, plus single-dose screen (AID 1465); S. cerevisiae Yfh1-off respiration, WST-1 reduction, 72 h; higher fold induction means a stronger effect; hit rate 0.074% among 220,000; one-dose fold induction at 50 µM; EC50 in µM for titrated hits;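 active means fold induction of absorbance versus untreated yeast above a set limit, then at least 30% activation at any dose in follow-up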;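 further: activators that raise dye reduction in frataxin-depleted yeast; strong numbers were not always called active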
# XIAP antagonists: XIAP antagonists, biochemical, IAP family, fluorescence polarization (AID 1018); displacement, % at 20 µM; hits with a dose series show IC50 in µM; E3 ubiquitin-protein ligase XIAP (Homo sapiens); hit rate 0.007% among 200,000; XIAP BIR domain, fluorescence polarization peptide displacement; higher % means a stronger effect; in the data active means displacement above about 50%; further: a part of the inactive calls stands beside numbers as strong as those of hits
# Large T inhibition: SV40 large T antigen inhibitors, biochemical (AID 1903) | SV40 large T antigen ATPase/helicase inhibition assay; higher % means a stronger effect | one-dose inhibition, % at 20 µM; IC50 in µM for titrated hits | hit rate 0.39% among 310,000; in the data active means a potency from the dose series; further: strong numbers were not always called active
# NS5 inhibitors: Dengue-2 NS5 methyltransferase inhibitors, primary screen, biochemical, confirmation dose response (AID 588689). Genome polyprotein (Dengue virus type 2 (strain 16681-PDK53)). Dengue-2 NS5 methyltransferase capping enzyme assay, biochemical; higher % means a stronger effect. inhibition, % at 25 µM, or IC50 in µM where a hit was titrated. hit rate 0.3% among 340,000; in the data active means a potency from the dose series
# WT yeast gro inh: growth inhibition of WT strain, primary screen, mitochondrial fusion inhibitor project, WT and mutant strains, chemical genetic; mitochondrial fusion phenotypic screen; inhibition, % at 10 µM; hit rate 2.1% among 190,000; in the data active means inhibition above about 58%; tested in S. cerevisiae
# West Nile virus CPE: West Nile virus antiviral activity, cell-based, CPE readout (AID 1621); CPE inhibition, % at 10 µM, or IC50 in µM where a hit was titrated; West Nile virus-infected cells, CPE inhibition; higher % means a stronger effect; hit rate 0.02% among 290,000; in the data active means a potency from the dose series; further: strong numbers were not always called active
# WT yeast gro inh mutant strain: recorded beside WT yeast gro inh, whose call it bears; inhibition, %; mitochondrial fusion phenotypic screen, mutant strain inhibition
# NS5 inhibitors pilot replicate: second read-out of NS5 inhibitors, no call of its own (marks repeat the call); inhibition, %; measured here: pilot screen replicate inhibition
# Numbers without * were called inactive; i = inactive; nt = not tested or not shown; [ ] = another dose, or the depositor's remark.
SMILES,RSV CPE inhibition,UTI89 phage lysis,ER stress rescue,Yfh1-depleted yeast,XIAP antagonists,Large T inhibition,NS5 inhibitors,WT yeast gro inh,WT yeast gro inh mutant strain,West Nile virus CPE,others
Fc1ccccc1N1CCN(C2CCCN(Cc3cccc(C(F)(F)F)c3)C2)CC1 (stereo not drawn),8.2%,0.4%,nt,nt,nt,7.2%,-2.6%,nt,nt,-1.4%,NS5 inhibitors pilot replicate=6.1
O=C(c1cc(-c2ccc(O)cc2)on1)N1CCc2ccccc2C1,10.2%,1.1%,0.9%,i,-8.3%,23.1%,-1.4%,12.2,9.4,1.0%,
CCOC(=O)c1cnc(SC2CC(=O)N(c3ccc(OC)c(OC)c3)C2=O)nc1N (stereo not drawn),4.3%,-0.3%,-2.2%,i,-7.9%,17.7%,-1.0%,4.5,0.8,0.9%,
O=C(c1ccc2ccccc2c1)C1CCCN(C(=O)CCn2cnnn2)C1 (stereo not drawn),2.1%,0.6%,-1.5%,i,-6.0%,2.4%,-9.1%,-0.3,-8.3,-0.6%,
Cc1ccccc1N(CC(=O)N/N=C/c1cc(Br)c(C)o1)S(C)(=O)=O,0.0%,1.0%[50 µM],-5.3%,i,-4.2%,3.7%,1.3%,16.1,-6.3,-0.9%,
COc1ccccc1NC(=O)Cn1cnc2sc(C)c(S(=O)(=O)N3CCCCC3)c2c1=O,1.1%,1.9%[50 µM],-3.6%,i,-0.8%,7.6%,-6.4%,-1.2,-14.1,-0.7%,
CCOC(=O)c1c(NC(C)=O)sc2c(O)c(CN3CCN(CC)CC3)ccc12,4.4%,-0.3%,-1.3%,i,-3.7%,11.7%,22.1%,-9.0,6.9,-0.1%,
COc1ccc(Cl)cc1NC(=O)c1ccc2c(SCC(=O)O)c3c(nc2c1)CCCC3,nt,1.3%,nt,nt,nt,10.7%,-5.0%,nt,nt,0.6%,
O=C(NC1CCc2ccccc21)c1cc(COc2cncc(Cl)c2)on1 (stereo not drawn),5.6%,-0.1%,nt,nt,nt,8.2%,-2.6%,nt,nt,0.3%,
Cc1ccc(C)c(-n2c(CNC(=O)c3ccco3)nnc2SCC(=O)N2CCc3ccccc32)c1,1.5%,2.6%,-0.8%,nt,-6.2%,10.6%,1.6%,-11.4,3.0,nt,
O=C(Nc1ccc(F)cc1)N1CCN(C/C=C/c2ccccc2)CC1,2.3%,-0.5%,-2.5%,i,-6.7%,8.4%,0.8%,2.1,11.6,-0.9%,
O=C(Cc1ccccc1)NNc1ccc2ccccc2c1,2.6%,0.0%,0.0%,i,-2.5%,7.5%,-5.6%,52.3,51.1,-2.1%,
Cc1ccc(C(=O)c2cc3ccccc3o2)cc1C,1.8%,1.5%[50 µM],0.2%,i,-3.4%,10.3%,-2.8%,-22.7,-35.4,0.3%,
CCOC(=O)CSc1nc2ccccc2c(=O)n1Cc1ccco1,0.8%,1.4%,nt,i,-4.0%,1.2%,-3.4%,-4.3,-2.4,0.0%,
Cc1noc(C)c1-c1nc(CS(=O)(=O)c2ccccc2)no1,2.6%,0.8%,nt,i,nt,12.0%,1.6%,nt,nt,-0.4%,
COc1ccc(NS(=O)(=O)c2ccc(S(=O)(=O)N3CCCC3)cc2)cc1,-1.3%,-0.1%,2.2%,i,-4.2%,2.3%,-3.4%,1.2,-6.2,-0.8%,
COc1ccccc1CCNC(=O)c1nccnc1C(=O)O,1.0%,-0.1%,nt,nt,nt,9.4%,-2.6%,nt,nt,0.0%,
COc1cccc2c(=O)c(C(=O)O)c[nH]c12,0.1%,0.9%,-4.4%,i,-2.5%,21.3%,-5.6%,-0.5,-6.2,-0.1%,
O=C(NCc1ccco1)C1CCCN(S(=O)(=O)c2ccc(-n3cnnn3)cc2)C1 (stereo not drawn),0.0%,-1.4%,3.9%,i,-9.9%,6.1%,-10.4%,-16.5,17.4,-0.1%,
COc1cc(OC)cc(-c2nc3nc(C)c(CCC(=O)O)c(C)n3n2)c1,0.9%,4.3%,-0.4%,i,-0.4%,2.6%,-14.5%,-1.8,-0.7,0.5%,
CC(=O)NC1=NC(=O)/C(=C/c2cn(C(C)=O)nc2-c2ccccc2)S1,0.9%,0.1%,-0.2%,i,-18.1%,6.5%,-62.7%,-4.1,11.5,-1.1%,
COC(=O)c1c(C(=O)OC)c(-c2ccc(C)cc2)n2c1CS(=O)(=O)C2,-0.9%,0.2%,-0.7%,i,-2.1%,2.1%,4.3%,-24.1,-7.1,0.1%,
CCc1c(C(=O)Nc2ccc(OC)c(Cl)c2)[nH]c(C)c1C(C)=O,-0.3%,0.1%,2.8%,i,-5.3%,5.1%,0.0%,12.6,-7.0,-0.8%,
COc1cc(CC(=O)OCC(=O)Nc2ccc(N3CCOCC3)cc2)cc(OC)c1OC,1.5%,0.1%,-0.1%,i,-8.1%,-0.2%,-3.8%,-0.9,7.5,0.1%,
Cc1ccc(Cl)cc1N1CCN(C(=O)c2noc(C(C)C)c2[N+](=O)[O-])CC1,4.8%,-0.1%,nt,nt,nt,5.4%,4.5%,nt,nt,1.4%,
# (further entries)
SMILES,RSV CPE inhibition,UTI89 phage lysis,ER stress rescue,Yfh1-depleted yeast,XIAP antagonists,Large T inhibition,NS5 inhibitors,WT yeast gro inh,WT yeast gro inh mutant strain,West Nile virus CPE,others
O=S(=O)(c1cccc(-c2cn3cccnc3n2)c1)N1CCCCCC1,2.3%,-0.4%,0.2%,i,-13.3%,7.5%,3.4%,7.2,9.0,0.6%,
O=c1c2ccccc2nc2n1CCCCN2,1.8%,0.7%,-2.4%,i,-1.1%,11.0%,-9.4%,1.6,-10.1,1.2%,
O=C(CCCn1c(=S)[nH]c2ccccc2c1=O)NC1CCCCC1,0.7%,0.3%,-3.3%,i,-0.3%,8.8%,-9.7%,6.5,12.6,-0.4%,
N=C1/C(=C\c2ccc(-c3cccc(C(=O)O)c3)o2)C(=O)N=C2SC=C(c3ccccc3)N12,4.6%,-1.9%[50 µM],nt,i,nt,92.2µM*,5.6%,nt,nt,0.0%,
CN(C)Cc1c(C(=O)N/N=C/c2cccs2)nnn1-c1nonc1N,1.6%,0.6%,nt,nt,nt,1.0%,2.5%,nt,nt,0.9%,
CNC(=O)/C(C#N)=C/c1c(N2CCN(C)CC2)nc2c(C)cccn2c1=O,2.5%,0.3%,nt,nt,nt,-2.1%,0.7%,nt,nt,-0.6%,
COC(=O)c1cc(NC(=O)c2cc(-c3ccc(C(F)(F)F)cc3)oc2C(F)(F)F)ccc1N1CCOCC1,9.1%,-1.3%,nt,i,nt,9.8%,1.6%,nt,nt,-0.7%,
O=C(Nc1cc(Cl)cc(Cl)c1)c1coc(=O)c(Br)c1,6.7%,-0.7%,nt,i,nt,16.1%,-11.5%,nt,nt,0.1%,
O=C(CSc1nc(-c2ccccc2)cc(=O)[nH]1)N1CCOCC1,1.2%,-1.9%,5.3%,i,-4.3%,0.4%,-2.4%,9.9,40.0,-0.1%,
COc1ccc(-n2nnnc2SCC(=O)NC(=O)Nc2ccc3c(c2)OCCO3)cc1,3.6%,-0.3%,-0.5%,i,-6.1%,10.2%,-8.3%,5.5,-3.1,0.1%,
Cn1nc(C(F)(F)F)c(C#N)c1N1CCN(c2ccccn2)CC1,4.8%,nt,-1.0%,i,-5.6%,4.5%,nt,21.5,41.4,-0.9%,
Cc1ccc(C(=O)OCC(=O)Nc2sc3c(c2C#N)CCC3)cc1,1.1%,1.0%[50 µM],2.7%,i,-2.5%,9.6%,-3.9%,3.5,6.3,-0.1%,
CCC(C)(C)NC(=O)CN(Cc1ccc2c(c1)OCO2)C(=O)CCC(=O)Nc1cc(C)ccn1,-0.2%,-0.6%,nt,nt,nt,25.0%,-3.2%,nt,nt,-1.0%,
CC(Oc1ccc2c3c(c(=O)oc2c1)CCCC3)C(=O)NCCN1CCOCC1 (stereo not drawn),0.9%,0.3%,nt,nt,nt,10.1%,-2.3%,nt,nt,-0.4%,
CCOC(=O)c1c(NC(=O)COC(=O)c2c(C)noc2C)sc2c1CCC2,0.8%,-0.4%,-2.1%,i,-2.7%,10.7%,-5.7%,-9.9,-8.9,0.8%,
Cc1cc(C)c(OCC(=O)N2CC=C(c3ccccc3)CC2)c(C)c1,0.8%,1.7%,nt,nt,nt,-2.7%,-3.2%,nt,nt,-0.7%,
Cc1ccc(N2C(=O)Cc3ccccc3C2=O)cc1,1.1%,0.1%,nt,nt,nt,10.1%,-13.2%,nt,nt,0.3%,
O=C(N/N=C/c1ccccc1O)/C(=C/c1ccccc1)CCO,-1.1%,2.4%[50 µM],-2.8%,i,-4.3%,11.8%,-1.9%,2.7,3.4,-0.7%,
Cc1ccc(S(=O)(=O)N(CC(=O)N2CCOCC2)c2ccc(Br)cc2)cc1,0.4%,0.2%,nt,nt,nt,0.2%,-8.0%,nt,nt,-1.4%,
COc1ccc(CNC(=O)CN(CC2CCCO2)C(=O)CNS(=O)(=O)c2ccc(F)cc2)cc1 (stereo not drawn),nt,0.4%,3.2%,i,1.0%,5.5%,nt,-16.1,9.0,0.2%,
C/C(=N\NC(=O)c1ccncc1)c1cccnc1,0.2%,0.5%,nt,nt,nt,13.1%,1.0%,nt,nt,-0.2%,
O=[N+]([O-])c1ccc(N=Nc2ccc(O)cc2O)cc1,-1.6%,-0.3%,-2.0%,i,-3.3%,22.4%,-1.6%,15.6,21.1,-2.4%,
CCC(C(=O)NCCc1ccccc1OC)n1nc(C)c2c(C)n(-c3ccccc3)nc2c1=O (stereo not drawn),3.0%,0.4%,nt,nt,nt,20.0%,-8.0%,nt,nt,-0.6%,
Cc1nc2ccccc2c(=O)n1NC(=O)COc1ccccc1,2.5%,0.6%,-2.8%,i,-3.8%,2.7%,-3.5%,3.2,0.7,0.4%,
CCN1C(=O)/C(=C\c2ccc(F)cc2)N=C1SCC(=O)NCc1ccco1,0.3%,-0.3%[50 µM],-0.5%,i,-7.2%,2.5%,-7.2%,-19.1,-13.0,-1.1%,
Cc1ccc2c(c1)N(CC(=O)NCc1ccco1)C(=O)C(C(C)C)O2 (stereo not drawn),0.7%,0.1%,nt,i,nt,12.2%,-1.6%,nt,nt,-0.4%,
Cc1cc(C)c(C#N)c(SCC(=O)Nc2ccc(S(=O)(=O)Nc3onc(C)c3C)cc2)n1,1.8%,-1.6%,nt,i,-2.5%,3.7%,3.7%,-4.7,-5.1,-0.3%,
CCn1ncc(CN2CCC(C(=O)Nc3cccc(-c4cccc(F)c4)c3)CC2)c1C,1.3%,0.2%,nt,nt,nt,6.2%,-13.2%,nt,nt,19.2%,
CCOC(=O)C1(CCCc2ccccc2)CCN(C(=O)c2ccoc2)CC1,11.5%,-0.7%,4.7%,i,-8.9%,13.6%,-0.7%,15.4,6.1,-0.7%,
COc1ccc(NC(=O)c2cc(S(=O)(=O)N3CCOCC3)cn2C)c(OC)c1,1.5%,8.2%,nt,nt,nt,7.5%,-1.4%,nt,nt,-0.6%,
